From PubChem BioAssay
FBA Mtb inh – inhibits M. tuberculosis FBA enzyme | AID 588726 | purified M. tuberculosis FBA, fluorescence read-out | 360,000 compounds, 2.3% hits | inhibition, % at 1 µM | P9WQA3; in the data active = inhibition above about 27%;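 also: 0% = vehicle and 100% = reference inhibitor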
Target sequence (P9WQA3 whole entry, looked up): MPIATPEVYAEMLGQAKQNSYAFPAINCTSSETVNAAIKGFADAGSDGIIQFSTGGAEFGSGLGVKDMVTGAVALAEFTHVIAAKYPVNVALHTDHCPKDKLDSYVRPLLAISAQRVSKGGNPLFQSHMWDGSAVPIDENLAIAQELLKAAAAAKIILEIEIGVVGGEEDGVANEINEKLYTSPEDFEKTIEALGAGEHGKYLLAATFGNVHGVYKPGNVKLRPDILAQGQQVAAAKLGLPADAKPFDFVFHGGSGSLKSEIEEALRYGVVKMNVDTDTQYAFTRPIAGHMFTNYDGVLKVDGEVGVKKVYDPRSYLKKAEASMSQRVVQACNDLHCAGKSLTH
BioA inh – inhibitors of Mycobacterium tuberculosis BioA enzyme; purified M. tuberculosis BioA enzyme, plate reader; inhibition, % at 9.99 µM; 360,000 compounds, 0.096% hits; AID 602481; in the data active = inhibition above about 40%; inconclusive = no clear call, values can overlap the other calls
BoNT-A LC inh2 – blocks Botulinum neurotoxin A light chain protease; inhibition, % at 10 µM; 360,000 compounds, 0.17% hits; multiplex microsphere protease substrate cleavage, flow cytometry; also: plate controls were buffer without enzyme for full effect and enzyme alone for no effect
Anthrax LF prot – inhibitors of Bacillus anthracis lethal factor protease; P15917; inhibition, % at 10 µM; multiplex microsphere protease cleavage assay, LF; 360,000 compounds, 0.12% hits; also: plate controls were buffer without enzyme for full effect and enzyme alone for no effect
BoNT F protease – blocks Botulinum neurotoxin F light chain protease; Multiplex microsphere protease cleavage assay, flow cytometry; inhibition, % at 10 µM; 360,000 compounds, 0.22% hits; in the data active = inhibition above about 35%, passing the limit was not always enough; inconclusive = no clear call, values can overlap the other calls; also: plate controls were buffer without enzyme for full effect and enzyme alone for no effect
PfHsp40 yeast – rescue of PfHsp40-mediated yeast toxicity. S. cerevisiae expressing PfHsp40, growth rescue, ATP luminescence. growth rescue, % at 12.5 µM. 340,000 compounds, 0.68% hits; in the data active = growth rescue above about 28%, passing the limit was not always enough; inconclusive = no clear call, values can overlap the other calls;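 also: yeast W303a lacking pdr1 and pdr3 grown in galactose medium; growth measured after three days at 30 °C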
UGM FP inh – blocks M. tuberculosis UGM enzyme; 320,000 compounds, 0.06% hits; purified UGM, fluorescence polarization probe displacement; inhibition, % at 10 µM; in the data active = inhibition above about 10%, passing the limit was not always enough; inconclusive = no clear call, values can overlap the other calls
Target sequence (P9WIQ1 whole entry, looked up): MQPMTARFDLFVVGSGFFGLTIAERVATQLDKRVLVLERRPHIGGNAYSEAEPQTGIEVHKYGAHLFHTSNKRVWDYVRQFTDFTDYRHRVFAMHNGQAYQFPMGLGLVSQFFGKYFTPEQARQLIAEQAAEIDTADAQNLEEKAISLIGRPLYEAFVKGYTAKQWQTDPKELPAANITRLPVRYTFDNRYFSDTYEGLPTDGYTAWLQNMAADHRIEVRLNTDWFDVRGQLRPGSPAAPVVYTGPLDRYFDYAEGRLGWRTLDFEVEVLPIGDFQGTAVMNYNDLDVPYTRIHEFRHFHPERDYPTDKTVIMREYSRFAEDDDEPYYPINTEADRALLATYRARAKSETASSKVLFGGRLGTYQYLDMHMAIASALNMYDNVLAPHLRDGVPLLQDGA
FadD28 binding – M. tuberculosis FadD28 bisubstrate binding inhibition. FadD28 bisubstrate probe binding, fluorescence polarization. 360,000 compounds, 0.22% hits. inhibition, % at 12.5 µM; in the data active = inhibition above about 8.5%, passing the limit was not always enough; inconclusive = no clear call, values can overlap the other calls
GDH-TPI inh – counter-screen for M. tuberculosis FBA inhibitors: GDH-TPI coupled enzymes; GDH-TPI coupled enzyme counterscreen, NADH absorbance; inhibition, % at 4.8 µM; 360,000 compounds, 1.2% hits; AID 588335; in the data active = inhibition above about 30%;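 also: 0% = DMSO wells and 100% = wells lacking the enzyme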
* marks the source's active call; other numbers are inactive results; u = inconclusive; x = no result given. Rule as the data show it, unless noted: active = inhibition above about 30%; inconclusive = no clear call, values can overlap the other calls; inactive = below that. An unsorted share of the library. About 4.7% of those tested had a hit in this group.

Preview (7 entries):
SMILES	FBA Mtb inh	BioA inh	BoNT-A LC inh2	Anthrax LF prot	BoNT F protease	PfHsp40 yeast	UGM FP inh	FadD28 binding	GDH-TPI inh
Cn1c(=O)oc2cc(S(=O)(=O)N3CCCC(C(=O)NC4CCCc5ccccc54)C3)ccc21 (configuration not stated)	2	1.2	-1.1	1	-5	-0.9	-1.1	-1.1	0
Cc1ccccc1OC(=O)CCC(=O)OCCCC(F)(F)C(F)(F)F	2	2.2	-1.6	-2	-18	-0.2	0.9	1.1	1
O=C(CC[C@H]1O[C@@H](n2cnc3c(NC(=O)c4ccccc4)ncnc32)[C@H](O)[C@@H]1O)NCC(c1ccccc1)c1ccccc1	-1	13	-1.0	-3	-14	x	x	-6.0	x
Cn1c(=O)c2c(ncn2Cc2nnc(N)s2)n(C)c1=O	-2	1.3	0.0	-4	-2	-0.3	-3.6	0.5	-1
C#CCNC(=O)C1=C[C@@H](c2cn(C(C)=O)c3ccccc23)C[C@@H](OCc2ccc(CO)cc2)O1	3	-0.3	0.1	0	-8	-0.2	5.7	-5.8	-6
O=S(=O)(c1cccc2nsnc12)N1CCCC1	3	0.1	0.7	-1	7	-1.2	-2.0	-3.1	14
OC[C@@H]1CN(CCc2ccccc2)C[C@H](n2cnc3c(N4CCOCC4)ncnc32)O1	1	-0.4	-0.1	-7	-3	x	x	-2.0	0

The listing, repeating the preview:
SMILES	FBA Mtb inh	BioA inh	BoNT-A LC inh2	Anthrax LF prot	BoNT F protease	PfHsp40 yeast	UGM FP inh	FadD28 binding	GDH-TPI inh
Cn1c(=O)oc2cc(S(=O)(=O)N3CCCC(C(=O)NC4CCCc5ccccc54)C3)ccc21 (configuration not stated)	2	1.2	-1.1	1	-5	-0.9	-1.1	-1.1	0
Cc1ccccc1OC(=O)CCC(=O)OCCCC(F)(F)C(F)(F)F	2	2.2	-1.6	-2	-18	-0.2	0.9	1.1	1
O=C(CC[C@H]1O[C@@H](n2cnc3c(NC(=O)c4ccccc4)ncnc32)[C@H](O)[C@@H]1O)NCC(c1ccccc1)c1ccccc1	-1	13	-1.0	-3	-14	x	x	-6.0	x
Cn1c(=O)c2c(ncn2Cc2nnc(N)s2)n(C)c1=O	-2	1.3	0.0	-4	-2	-0.3	-3.6	0.5	-1
C#CCNC(=O)C1=C[C@@H](c2cn(C(C)=O)c3ccccc23)C[C@@H](OCc2ccc(CO)cc2)O1	3	-0.3	0.1	0	-8	-0.2	5.7	-5.8	-6
O=S(=O)(c1cccc2nsnc12)N1CCCC1	3	0.1	0.7	-1	7	-1.2	-2.0	-3.1	14
OC[C@@H]1CN(CCc2ccccc2)C[C@H](n2cnc3c(N4CCOCC4)ncnc32)O1	1	-0.4	-0.1	-7	-3	x	x	-2.0	0
COC(=O)c1ccc(Cn2nc(C(F)(F)F)cc2C)cc1	4	-1.1	0.8	-2	13	2.1	0.0	-0.4	5
CCC/C(=N/NC(=O)c1csc(C)c1C)c1ccc(Cl)s1	2	0.7	x	x	x	-0.6	-1.0	-1.9	10
CCOC(=O)C1=C(C)NC(=O)NC1c1ccc(OCC(=O)Nc2ccccc2)c(OC)c1 (configuration not stated)	1	0.6	-0.6	5	-5	-0.4	1.2	-1.1	7
O=S(=O)(c1ccc(Cl)cc1)N1CCn2c1nc1ccccc12	-2	-1.7	-0.6	0	0	-0.7	2.2	0.7	11
Cc1ccc(S(=O)(=O)N2CCOCCOCCOCCOCCOCC2)cc1	2	-0.7	1.7	7	u	-0.3	4.3	-2.4	12
COc1ccc(S(=O)(=O)N2CCOCC2)cc1NS(=O)(=O)/C=C/c1ccccc1	1	x	-0.7	4	0	0.1	-1.4	-0.1	1
CCN(CC)C(=O)Cn1cc(C(=O)C(=O)Nc2ccc3c(c2)OCO3)c2ccccc21	-2	1.7	-0.9	-6	-9	x	x	-3.4	18
COc1ccc(NC(=O)CN(C)C(=O)c2cc(-c3ccncc3)nc3ccccc23)cc1	1	0.7	-3.5	1	10	0.8	-1.0	0.3	3
Cc1cc(C)n2nc(C(=O)OCC(=O)N(C)CC(=O)Nc3ccc(F)cc3)nc2n1	2	-0.1	0.6	2	7	-0.2	-0.2	-1.7	16
Cc1cc(C)c2c(c1)c1nnc(SCCN3CCCCC3)nc1n2C	3	4.1	1.2	-7	-27	-0.1	x	-2.1	23
NC(=S)N/N=C1/CCSc2ccc3ccccc3c21	5	x	0.4	4	-6	2.1	0.3	0.7	2
COc1ccc(/C=N/NC(=O)c2cc(C)on2)c2ccccc12	-17	-0.3	x	x	x	17	4.1	-3.4	27
CN(CC(=O)Nc1cc(C(F)(F)F)ccc1-n1cncn1)Cc1nc2ccccc2c(=O)[nH]1	-4	-0.3	0.3	5	2	-1.7	x	-3.6	-4

Exported with two lines to a compound: 2 of the compounds above.
Every second line gives: FBA Mtb inh, BioA inh, BoNT-A LC inh2, Anthrax LF prot, BoNT F protease, PfHsp40 yeast, UGM FP inh, FadD28 binding, GDH-TPI inh
Cn1c(=O)c2c(ncn2Cc2nnc(N)s2)n(C)c1=O
  -2, 1.3, 0.0, -4, -2, -0.3, -3.6, 0.5, -1
COC(=O)c1ccc(Cn2nc(C(F)(F)F)cc2C)cc1
  4, -1.1, 0.8, -2, 13, 2.1, 0.0, -0.4, 5

The listing continues.
SMILES	FBA Mtb inh	BioA inh	BoNT-A LC inh2	Anthrax LF prot	BoNT F protease	PfHsp40 yeast	UGM FP inh	FadD28 binding	GDH-TPI inh
CN(c1ccc(OCC(=O)N2CCOCC2)cc1)S(=O)(=O)c1ccc(F)cc1	4	x	-1.3	-9	1	-2.1	-0.6	0.1	-8
CCN(CC)S(=O)(=O)c1ccc(N2CCOCC2)c(NC(=O)C2=COCCO2)c1	4	-0.2	1.1	4	-1	-1.2	0.1	-0.8	8
O=C(CCCNC(=O)c1ccc(Cl)cc1)NCc1ccccc1Cl	-1	-1.7	-1.4	2	7	11	3.7	x	4
Cc1ccc(S(=O)(=O)N(C)CC(=O)N2CC(C)OC(C)C2)cc1 (configuration not stated)	-2	-0.5	-2.5	-6	-4	-1.6	3.8	-3.5	7
Cc1nc(N/C(N)=N/S(=O)(=O)c2ccc([N+](=O)[O-])cc2)nc2ccccc12	2	1.5	-0.4	-1	-9	19	1.0	-1.0	9
COc1cc(C[C@@H]2C(=O)OC[C@H]2Cc2ccc(OC)c(OC)c2)ccc1O	-1	1.1	0.2	1	-1	-0.2	1.0	-3.3	5
CC(/C=C1\SC(=S)N(CC(=O)O)C1=O)=C\c1ccccc1	1	x	x	x	x	3.3	2.2	0.7	6
CCN1CCN(C(=O)C2CCN(S(=O)(=O)c3cc(Cl)ccc3Cl)CC2)CC1	-1	-0.3	-0.6	-2	-1	-0.9	0.7	-5.6	4
CCOC(=O)c1ccc(NC(=O)CCn2nnc3ccccc32)cc1	2	0.5	0.6	3	-1	0.3	2.5	-1.4	-4
CN(c1ccccc1C(=O)N1CCN(c2ccccc2F)CC1)S(=O)(=O)c1ccccc1	-1	2.2	-0.6	4	-2	4.9	-1.6	-0.9	4
COc1ccccc1N1CCN(C(=O)C(Cc2ccccc2)NC(=O)C2CCCCC2)CC1 (configuration not stated)	2	0.7	-4.1	-2	-6	0.6	-0.4	-2.0	-6
O=C(O)c1c2c(nc3ccccc13)/C(=C/c1c(F)cccc1F)CCC2	2	-2.5	-2.1	-1	-16	1.1	-2.5	-2.0	10
O=C(Nc1ccccc1Oc1ccsc1C(=O)O)c1ccccc1F	7	-0.6	0.7	-7	13	-1.0	4.1	-2.3	9
NS(=O)(=O)c1ccc(NC(=O)CSc2nc3ccccc3nc2N2CCOCC2)cc1	-4	2.1	0.9	4	-1	0.4	-1.1	-3.7	1
COC(=O)/C(C#N)=C/c1c(Oc2cc(C)cc(C)c2)nc2c(C)cccn2c1=O	4	-2.3	-0.2	-3	0	-2.5	1.8	-3.9	-1
COc1cccc(CNCC(O)(c2ccc(Cl)cc2)c2ccc(Cl)cc2)c1	-2	-2.3	-0.3	-3	-12	0.3	-0.9	-1.2	-8
CC12COC3(C(=O)Nc4nccs4)CC1CCC32C (configuration not stated)	1	-0.4	0.4	2	-14	-0.4	0.0	-4.0	-7
CCCCC(=O)Nc1ccc(NC(=O)C2CC2)nc1	2	-0.4	-0.8	-5	-2	0.6	0.0	-0.4	-4
Cc1cc(OCC(=O)N(C(C)C)C(C)C)cc(C)c1Br	-1	x	-0.5	-2	-5	-0.2	x	-0.1	6
O=C(NNc1ccccc1)C(=O)NNS(=O)(=O)c1ccc([N+](=O)[O-])cc1	-3	x	-0.5	-2	-1	0.1	0.5	-1.9	7
CC1CCN(c2c(NCc3ccc(C(=O)NCc4ccccc4)cc3)c(=O)c2=O)CC1	6	-1.5	-0.2	1	0	-1.0	-0.6	0.4	10
CC(C)(C)NC(=O)CSc1ccc(C(C)(C)C)cc1	2	-0.6	-1.6	0	-17	1.0	0.5	1.6	3
C/C(=N\NC(=O)Cc1c(C)[nH][nH]c1=O)c1ccc(Cl)c(Cl)c1	1	0.6	-0.6	-3	-6	1.8	1.1	-1.6	0
N=c1n(CCOc2ccccc2)c2ccccc2n1CCN1CCOCC1	5	1.5	0.0	-2	1	-0.1	1.5	-4.7	-13
O=C(O)CCC(=O)N1CCC(n2nnc3cc(C(F)(F)F)ccc32)CC1	3	-0.3	6.6	u	6	-1.2	-4.1	-0.3	-2
CC1(CCc2ccccc2)NC(=O)N(CC(=O)Nc2ccc(OC(F)F)cc2)C1=O (configuration not stated)	-2	1.5	3.3	-3	3	-0.3	1.0	-5.9	-8
CCCCN(CCCNC(=O)c1ccc(CS(=O)(=O)c2ccc(OC)cc2)o1)Cc1ccccc1	-1	1.3	4.2	5	4	-1.1	1.5	0.0	-1
COCCCNC(=O)CNC(=S)N(Cc1ccc(F)cc1)C1CCCCC1	1	1.3	1.2	-2	-4	1.2	-2.9	-2.8	9

Shown with two lines to a compound: part of the list above.
Order of results – FBA Mtb inh	BioA inh	BoNT-A LC inh2	Anthrax LF prot	BoNT F protease	PfHsp40 yeast	UGM FP inh	FadD28 binding	GDH-TPI inh
N=c1n(CCOc2ccccc2)c2ccccc2n1CCN1CCOCC1
    5	1.5	0.0	-2	1	-0.1	1.5	-4.7	-13
O=C(O)CCC(=O)N1CCC(n2nnc3cc(C(F)(F)F)ccc32)CC1
    3	-0.3	6.6	u	6	-1.2	-4.1	-0.3	-2
